PLK1 PBD inh: blocks phosphopeptide binding to human PLK1 polo-box domain; P53350; Potency, µM, inactives show max response, negative = inhibition, actives largely listed as inhibitors; Plk1 PBD binding of FITC phosphopeptide, fluorescence polarization; 360,000 compounds, 2.8% hits; further: potency means the concentration at half of the fitted maximal effect; series mostly up to about 57 µM; on the % scale 0 is the no-effect control and ±100 the full control effect; nearly all actives have a fitted effect of over 65% in size
PTHR1 ag: activates the human parathyroid hormone receptor PTHR1. 410,000 compounds, 0.075% hits. HEK293 GP2 PTHR1 cells, GloSensor cAMP luminescence, 1 h. Potency, µM (highest dose often 115 µM), for the others: at the top dose activation, usual class: activators; further: potency means the concentration at half of the fitted maximal effect; nearly all actives have a fitted effect of over 55% in size; some results filed as inactive show a strong effect at the top dose; inactives centre near -15; many of its hits are not listed in these tables
Target sequence (Q03431 whole entry, looked up): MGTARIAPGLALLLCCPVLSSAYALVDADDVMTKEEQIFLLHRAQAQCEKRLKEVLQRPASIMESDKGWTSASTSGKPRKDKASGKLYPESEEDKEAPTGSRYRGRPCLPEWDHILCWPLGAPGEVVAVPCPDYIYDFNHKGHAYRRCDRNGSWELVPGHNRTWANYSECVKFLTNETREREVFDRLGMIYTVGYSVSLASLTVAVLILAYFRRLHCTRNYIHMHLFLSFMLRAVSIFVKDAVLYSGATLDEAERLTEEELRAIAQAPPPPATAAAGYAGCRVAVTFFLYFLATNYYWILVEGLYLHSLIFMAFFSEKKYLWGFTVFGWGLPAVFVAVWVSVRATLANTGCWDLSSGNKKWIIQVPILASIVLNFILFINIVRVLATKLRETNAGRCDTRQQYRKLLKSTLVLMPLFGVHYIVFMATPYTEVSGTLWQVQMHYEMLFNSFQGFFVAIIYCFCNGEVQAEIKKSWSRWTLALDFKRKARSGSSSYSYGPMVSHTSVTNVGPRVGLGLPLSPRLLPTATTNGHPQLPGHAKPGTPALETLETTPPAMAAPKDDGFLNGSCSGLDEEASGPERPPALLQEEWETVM
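HEK-293-derived GP2 cells expressing PTHR1 and a GloSensor cAMP reporter, 3,000/well, plated overnight, given luciferin plus IBMX (each 0.5 mM as added) for 1 h at 37 °C, then compound for 1 h at 37 °C. Luminescence was read after 15 min at room temperature.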
GLP-1R agonist: GLP-1 receptor (human) agonism; P43220; HEK293 GLP-1R CRE-luciferase, luminescence, 4-6 h; cells express a hypersensitive GLP-1R form; Potency, µM (series often up to 45.6 µM), for the others: at the top dose activation, hits mostly activators; 380,000 compounds, 0.007% hits; further: potency means the concentration at half of the fitted maximal effect; % of control where 0% means no effect
Target sequence (P43220 whole entry, looked up): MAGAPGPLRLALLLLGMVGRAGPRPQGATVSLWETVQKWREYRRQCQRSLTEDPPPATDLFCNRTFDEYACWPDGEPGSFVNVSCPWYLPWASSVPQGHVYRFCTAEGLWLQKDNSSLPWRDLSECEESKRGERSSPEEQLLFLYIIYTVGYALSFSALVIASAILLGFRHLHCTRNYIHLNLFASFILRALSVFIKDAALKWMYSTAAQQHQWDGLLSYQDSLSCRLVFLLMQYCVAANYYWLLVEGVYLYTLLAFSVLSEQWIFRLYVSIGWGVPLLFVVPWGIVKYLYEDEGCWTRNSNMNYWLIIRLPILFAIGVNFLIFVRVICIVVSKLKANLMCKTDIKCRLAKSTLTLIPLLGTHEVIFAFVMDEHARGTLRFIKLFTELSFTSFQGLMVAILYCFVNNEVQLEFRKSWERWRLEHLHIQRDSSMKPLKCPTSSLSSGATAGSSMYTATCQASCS
GLP1R cytotox: cytotoxicity counter-screen for GLP-1 receptor inverse agonists; HEK293 cAMP-luciferase reporter cells, luminescence, 24 h; Potency, µM (highest dose often 38.3 µM), inactives show at the highest dose activity change, negative = inhibition, hits mostly inhibitors; 410,000 compounds, 0.13% hits;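 further: loss of luciferase light is scored as toxicity; potency means the concentration at half of the fitted maximal effect; on the % scale 0 is the no-effect control and ±100 the full control effect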
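Step one: seed cells (200 cells/uL, DMEM with 10% Nu serum, 1% pen-strep). Step two: 12-hour incubation at 37 deg C. Step three: pin 23 nL compound, incubate 24 hr. Step four: add luciferase reagent, read luminescence 12 min later.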
PI5P4Ka inh: blocks human PI5P4K alpha kinase activity; PI5P4Kalpha enzyme, ADP-Glo luminescence, 60 min; stronger effect = lower value; max response, %; 330,000 compounds, 1.2% hits; AID 652105; active means max response of -50% or lower; inconclusive means between -30% and -50%; inactive means -30% or higher; further: value at the top dose of about 77 µM; on the % scale 0 is the no-effect control and ±100 the full control effect
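Quantitative HTS of the MLSMR library against PI5P4Kalpha with substrate. ATP added last at 5 microM final; room temperature, 60 minutes. Remaining ATP depleted, ADP converted and read as luminescence.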
GLP-1R inv ag: acts as inverse agonist at human GLP-1 receptor | P43220 | HEK293 GLP-1R CRE-luciferase, luminescence, 24 h; GLP-1R form is constitutively active | Potency, µM (series often up to 38.3 µM), for inactives: top-dose activity change, negative = inhibition, actives largely listed as inhibitors | 410,000 compounds, 1.6% hits; further: potency means the concentration at half of the fitted maximal effect; on the % scale 0 is the no-effect control and ±100 the full control effect; nearly all actives have a fitted effect of over 55% in size
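Readout was luciferase luminescence, measured 12 min after detection reagent at room temperature. Beforehand, GLP-1R reporter HEK293 cells had sat 12 h, then received compounds for 24 hr at 37 deg C.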
EPAC1 agonist: EPAC1 (human) agonism | EPAC1 agonist qHTS, biochemical assay; response scale: 100% = response to 6.5 mM cAMP | Potency, µM (titrated, usually from 154 µM), without a hit: top-dose activation, actives largely listed as activators | 360,000 compounds, 0.073% hits | AID 720707; further: potency means the concentration at half of the fitted maximal effect; nearly all actives have a fitted effect of over 60% in size
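EPAC1 100 nM, Rap1B–BODIPY-GDP 250 nM, unlabeled GDP 50 uM; compound titration; 5 min RT; kinetic read ex480/em540 at 5-min intervals ×30 min; data normalized to 6.5 mM cAMP agonist control.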
IL2 activator: activators of IL-2. activation, % (series mostly up to about 46 µM). IL-2 activation reporter assay, cell-based qHTS; stimulated with anti-CD3/CD4/CD28 beads; in transgenic mouse T cells. 360,000 compounds, 0.065% hits; in the data active means activation above about 50%; inconclusive means mostly about 30% to 49%; further: 0% is about no effect
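Quantitative HTS in unstimulated transgenic mouse T cells, with memory T cells as non-tolerant control and PMA/ionomycin as tolerance-bypass control. Compound pretreatment lasted 60 minutes before 18 h bead stimulation; EGFP/DsRed fluorescence read.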
EPAC1 antagonist: EPAC1 (human) antagonism; EPAC1 GEF assay, Rap1b-BODIPY-GDP exchange fluorescence; O95398; Potency, µM (doses to about 115 µM), for the others: at the top dose activity change, negative = inhibition, hits mostly inhibitors; 360,000 compounds, 0.14% hits;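 further: potency means the concentration at half of the fitted maximal effect; plate controls were vehicle for no effect and positive control for full effect; nearly all actives have a fitted effect of over 50% in size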
* marks the source's active call; other numbers are inactive results; i = inactive; ? = inconclusive; nt = no result given; [ ] = dose if it differs, or a comment. Unless noted, the call rests on the fitted dose curve; in most records, active means well fitted curve in the direction sought with a large enough effect; inconclusive means small, poorly fitted or top-dose-only effect, or another doubt; inactive means no such curve, though single readings can be large; an effect the other way counts as inactive or inconclusive. Not all compounds are listed (hit frequency here may not be typical).

SMILES	PLK1 PBD inh	PTHR1 ag	GLP-1R agonist	GLP1R cytotox	PI5P4Ka inh	GLP-1R inv ag	EPAC1 agonist	IL2 activator	EPAC1 antagonist
COC(=O)C(O)(c1ccc(NC(=S)NC(=O)c2ccc(Cl)cc2Cl)cc1)C(F)(F)F (stereo not given)	-3%	i	-11%	-32%	13	?	9%	-0.3	-16%
S=C(NC1CCCCC1)N1CCC(c2cnc[nH]2)CC1	-8%	-17%	7%	-6%	-3	19%	3%	0.9	8%
COC(=O)c1ccc(N=C(c2ccccc2)c2c(O)n(C)c(=O)n(C)c2=O)cc1	-8%	-21%	8%	7%	-5	-16%	2%	-0.7	-20%
COC1C(O)C(C)OC(OC2C(Oc3cccc4c(O)c5c(=O)oc6ccc(C)c7c(=O)oc(c34)c5c67)OC(C)C(O)C2O)C1O (stereo not given)	1%	-3%	1%	110%[activator]	10	?	-3%	3.8	0%
CCN1C[C@]2(COC)CC[C@H](OC)[C@@]34C5C[C@H]6C(=O)C5[C@](O)(C[C@H]6OC)[C@@](O)(C(OC)C23)[C@@H]14 (stereo not given in full)	-16%	-6%	-1%	0%	2	12%	-20%	-0.4	-3%
CCCc1cc(=O)oc2cc(OCC(=O)N3CCN(Cc4ccc5c(c4)OCO5)CC3)ccc12	-5%	-87%[inhibitor]	-2%	-26%	-2	?	-4%	0.9	16%
CCN(CC)C(=O)c1ccc(NC(=O)c2cccc(C(F)(F)F)c2)cc1	-19%	i	-2%	-4%	-2	?	-2%	-1.6	-6%
S=C(Nc1ccc(Oc2ccccc2)cc1)NC1CCCC1	-3%	i	-6%	?	-4	?	20%	1.8	-2%
CN(CCc1ccccc1)C(=O)c1ccc(NC(=O)Cc2cccc([N+](=O)[O-])c2)cc1	-12%	-50%[inhibitor]	3%	?	-1	?	-3%	-4.8	-29%
COC(=O)C1=C(c2ccccc2)C[C@@H]2CC[C@H]1N2C(=O)NCCNC(C)=O	-18%	9%	0%	6%	-2	-1%	-7%	1.2	-15%
CCC(=NCC1CCCO1)c1c(O)n(Cc2ccccc2)c(=O)[nH]c1=O (stereo not given)	-1%	-19%[57.5 µM]	20%	0%	6	3%	3%	-3.1	-10%
NC(Cc1ccc(F)cc1)c1csc(Nc2ccccn2)n1 (stereo not given)	-5%	2%	-7%	?	14	?	-7%	-0.3	-3%
Cc1nn(Cc2ccccc2Cl)c(Cl)c1C(=O)O	-20%	-21%	-2%	-5%	-1	5%	5%	-2.5	-16%
CC12CCC(O)CC1CCC1C2CCC2(C)C(C3=CC(=O)OC3)C(O)CC12O (stereo not given)	-11%	i	-18%	-2%	-2	?	4%	-3.9	5%
CN(C)CCCN=Cc1c(O)n(CCc2ccc(F)cc2)c(=O)[nH]c1=O	-1%	i	1%	-13%	-10	-27%	-3%	-2.5	-5%
COc1ccc(C(=O)C2CCCN(Cc3ccc(F)cc3F)C2)cc1F (stereo not given)	-2%	-30%[inhibitor]	6%	0%	0	?	-1%	-0.1	-23%
O=C(c1cccc2ccccc12)C1CCCN(C2CCC2)C1 (stereo not given)	-8%	3%	1%	?	-11	?	-10%	0.2	-5%
O=C1C2CCCN2C(c2cccc(Cl)c2)N1c1ccccn1 (stereo not given)	-6%	i	-4%	-8%	2	-10%	2%	0.4	5%
COC(=O)C1=C(c2ccc(F)cc2F)C[C@@H]2CC[C@H]1N2C(=O)N1CCC(C)CC1	-2%	i	10%	4%	5	?	0%	-0.3	-10%
O=S(=O)(c1ccccc1)N1CCCCC1c1cccnc1 (stereo not given)	1%	-16%[57.5 µM]	7%	2%	nt	-26%	11%	1.4	17%

As entered above.
PTHR1 ag with `Cc1nn(Cc2ccccc2Cl)c(Cl)c1C(=O)O` : -21%
PLK1 PBD inh with `CCN1C[C@]2(COC)CC[C@H](OC)[C@@]34C5C[C@H]6C(=O)C5[C@](O)(C[C@H]6OC)[C@@](O)(C(OC)C23)[C@@H]14` (stereo not given in full) : -16%
PLK1 PBD inh with `CC12CCC(O)CC1CCC1C2CCC2(C)C(C3=CC(=O)OC3)C(O)CC12O` (stereo not given) : -11%
EPAC1 antagonist with `COC(=O)C(O)(c1ccc(NC(=S)NC(=O)c2ccc(Cl)cc2Cl)cc1)C(F)(F)F` (stereo not given) : -16%
PTHR1 ag with `S=C(NC1CCCCC1)N1CCC(c2cnc[nH]2)CC1` : -17%
PI5P4Ka inh with `O=C1C2CCCN2C(c2cccc(Cl)c2)N1c1ccccn1` (stereo not given) : 2

New compounds follow:
SMILES	PLK1 PBD inh	PTHR1 ag	GLP-1R agonist	GLP1R cytotox	PI5P4Ka inh	GLP-1R inv ag	EPAC1 agonist	IL2 activator	EPAC1 antagonist
CSCCC(c1nnnn1C1CCCCC1)N1CCC(n2c(=O)[nH]c3ccccc32)CC1 (stereo not given)	-4%	-8%	7%	-36%	0	?	-8%	-0.1	-26%
Cc1ccccc1/C=C/c1nc2ccccc2c(=O)n1CCc1ccccc1	-10%	-34%[inhibitor]	3%	53%[activator]	0	-18%	1%	-3.0	3%
O=C1NC(=O)C2(Cc3ccccc3N3CCCC32)C(=O)N1Cc1ccccc1 (stereo not given)	-22%	-2%[57.5 µM]	0%	44%[activator]	?	-7%	11%	5.2	1%
CC1CN(O)C2CCc3c(no[n+]3[O-])C12O (stereo not given)	0%	i	-9%	-10%	0	0%	-6%	-3.5	13%
O=C1OCCC1Sc1nc(-c2ccccc2)cs1 (stereo not given)	-29%	i	-1%	65%[activator]	-3	4%	2%	-2.1	-5%
CS(=O)(=O)CCN1CC2CCCC(C2)C1	-2%	i	0%	-16%	-3	15%	-2%	1.1	-16%
Cc1cc2c(s1)NC(=O)CN=C2c1cccs1	0%	i	12%	-7%	-4	0%	-4%	-0.4	16%
CC(CC(C#N)(c1ccccc1)c1ccccc1)N1CCOCC1 (stereo not given)	-9%	-2%	22%	18%	8	?	12%	0.1	13%
CCN1CC=C(c2c[nH]c3ccccc23)CC1	-3%	i	-7%	-13%	0	?	0%	-0.7	-9%
CN(C)S(=O)(=O)c1cccc(-c2nn(-c3ccccc3)cc2/C=C2\SC(=S)NC2=O)c1	21µM*	-19%	5%	?	-86*	?	6%	2.0	71µM*
CCOC(=O)Cn1cc(C(=O)c2ccccc2F)c2ccccc21	21µM*	-7%[57.5 µM]	-5%	-3%	-9	-15%	12%	-1.4	-1%
COc1ccc(CCNC2CCCCC2)cc1	-2%	-51%[inhibitor]	5%	3%	10	-6%	23%	0.2	7%
CCN1C[C@]2(C)CC[C@H](O)[C@]34C1[C@H](C[C@H]23)[C@@]1(O)C[C@H](OC)[C@H]2C[C@@H]4[C@@H]1C2O (stereo not given in full)	-4%	-8%	-2%	-2%	-7	2%	-14%	-0.3	2%
NC(=S)/N=C/c1c(O)[nH]c(=O)[nH]c1=O	-18%	i	-7%	2%	-60*	-6%	-1%	1.4	?
CCN1CCN(C(=O)COc2ccc(S(=O)(=O)Nc3ccc(Cl)cc3)cc2)CC1	-4%	i	8%	1%	1	?	10%	-3.1	-17%
COC(=O)[C@@]1(C)[C@H]2C(=O)N(Cc3ccccc3)C(=O)[C@H]2[C@H]2CN=C(SCc3ccc(Cl)cc3)N21	-7%	-60%[inhibitor]	-3%	2%	11	-5%	4%	-0.3	-17%
CCCNC1=C(C)C(=O)C2=C(C1=O)C(COC(N)=O)[C@]1(OC)C3NC3CN21 (stereo not given in full)	2%	-9%	1%	-6%	?	?	-3%	-5.0	?
CCOC(=O)C(=CNc1ccc(C(O)(C(=O)OCC)C(F)(F)F)cc1C)C(=O)OCC (stereo not given)	-2%	-20%	0%	-20%	6	?	-14%	-0.9	-28%
COC(=O)C1=C(c2ccc(Cl)c(C(F)(F)F)c2)C[C@@H]2CC[C@H]1N2C(=O)NCCCOC(C)C	-11%	-4%	-3%	5%	0	?	-15%	0.4	-13%
CCOc1ccc2nc(Nc3nc4ccc(NC(C)=O)cc4s3)sc2c1	-17%	-11%	14%	38%[activator]	-20	?	-9%	-1.2	7%

Limited to PLK1 PBD inh and PI5P4Ka inh, for two of the compounds above:
mol	PLK1 PBD inh	PI5P4Ka inh
COC(=O)[C@@]1(C)[C@H]2C(=O)N(Cc3ccccc3)C(=O)[C@H]2[C@H]2CN=C(SCc3ccc(Cl)cc3)N21	-7%	11
CCCNC1=C(C)C(=O)C2=C(C1=O)C(COC(N)=O)[C@]1(OC)C3NC3CN21 (stereo not given in full)	2%	?

Additional results.
SMILES	PLK1 PBD inh	PTHR1 ag	GLP-1R agonist	GLP1R cytotox	PI5P4Ka inh	GLP-1R inv ag	EPAC1 agonist	IL2 activator	EPAC1 antagonist
CCCCCn1c(=O)c(C(=O)Nc2cccc(C)n2)c(O)c2ccccc21	-12%	-16%	-3%	-5%	0	-6%	-1%	-1.8	-7%
COc1ccc(OCC(=O)N2CCN(Cc3nc4cc([N+](=O)[O-])ccc4n3C)CC2)cc1	30µM*	-35%[inhibitor]	-6%	-3%	-14	-12%	5%	-2.5	-9%
CCCCCCn1c(=O)c(C(=O)Nc2ncccc2O)c(O)c2ccccc21	-12%	-35%[inhibitor]	-7%	-17%	0	8%	12%	-0.7	-3%
O=c1[nH]c(=S)n(Cc2ccc(F)cc2)c(O)c1C=NCc1ccc2c(c1)OCO2	-5%	i	10%	2%	3	6%	13%	0.6	5%
Nc1ccc2c(c1)C/C(=C/c1ccco1)C2=O	?	-28%	1%	nt	-74*	38%	18%	-3.4	12%
Cc1cc(C)n(-c2ccc(NN=C(C#N)C#N)cc2)n1	-16%	-28%	-10%	?	-19	?	-8%	-0.9	-27%
Cc1cc(C(C#N)c2ccc(Cl)cc2)c(Cl)cc1NC(=O)c1cc(I)cc(I)c1O (stereo not given)	?	?	?	?	-55*	?	-16%	-0.4	?
O=C(Oc1ccc(Cl)c2cccnc12)N1CCCCCC1	-7%	i	24%	-4%	15	?	9%	0.0	8%
Cc1ccc(C2N(c3ccccn3)C(=O)C3CCCN32)o1 (stereo not given)	-14%	i	-2%	2%	-1	13%	0%	-1.0	4%
Cc1cc(Oc2ccc(C(F)(F)F)cc2[N+](=O)[O-])c2c3c(c(=O)oc2c1)CCC3	-9%	i	3%	-5%	6	32%[activator]	-4%	-4.2	0%
